ATG4B inhibitor: ATG4B (human) cysteine protease inhibition; Q9Y4P1; ATG4B cleavage of LC3-PLA2, NBD-HPC fluorescence, 1 h; inhibition, % at 8.33 µM; hit rate 0.51% among 340,000; in the data active means inhibition above about 40%
Target sequence (Q9Y4P1 whole entry, looked up): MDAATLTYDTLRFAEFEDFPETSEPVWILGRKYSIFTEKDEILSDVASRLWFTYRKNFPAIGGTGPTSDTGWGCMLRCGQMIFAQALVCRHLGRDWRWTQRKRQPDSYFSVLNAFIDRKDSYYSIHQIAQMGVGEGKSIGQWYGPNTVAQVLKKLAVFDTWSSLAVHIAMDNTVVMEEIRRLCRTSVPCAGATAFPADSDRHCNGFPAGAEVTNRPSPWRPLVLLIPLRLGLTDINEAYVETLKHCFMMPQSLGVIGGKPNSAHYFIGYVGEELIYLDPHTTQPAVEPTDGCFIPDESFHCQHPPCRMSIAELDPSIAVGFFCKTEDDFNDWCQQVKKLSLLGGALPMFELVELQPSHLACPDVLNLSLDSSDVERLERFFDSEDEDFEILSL
* marks the source's active call; other numbers are inactive results. These rows are one share of the data, so the mix of outcomes need not match the whole.

entry | smiles | ATG4B inhibitor
1 | c1ccc(C2=Nn3c(nnc3-c3ccncc3)SC2)cc1 | -1
2 | O=C(N=Nc1c(O)[nH]c2ccc(Br)cc12)c1cc(-c2cccs2)nc2ccccc12 | 5
3 | O=CN/C=C/c1cccc(O)c1 | -2
4 | C1CCN(CC2CCCCN2)CC1 (stereo not drawn) | -9
5 | CC(C)c1nc2oc3c(N4CCNCC4)ncnc3c2c2c1CCC2 | -3
6 | Cc1cc(C(=O)CCl)c(C)n1-c1ccon1 | 6
7 | CCN1C[C@@H]2[C@@H]3C(=O)N(Cc4ccccc4)C(=O)[C@@H]3[C@](C)(C1=O)N2C(=O)c1ccc(C(F)(F)F)cc1 | -6
8 | CC(=O)Nc1ccc(C2=NNC(=NCC3CCCO3)SC2)cc1 (stereo not drawn) | -1
9 | CN(Cc1ccc(OCC(O)CN2CCCCC2)cc1)Cc1ccnc2ccccc12 (stereo not drawn) | 19
10 | C=CCN1C=CC(=O)[C@@H](O)[C@H]1c1ccccc1Br | 1
11 | COc1ccc(C2CC(=O)C3=C(C2)Nc2ccccc2NC3c2coc3ccccc3c2=O)cc1OC (stereo not drawn) | -7
12 | COc1ccc(OC)c(/C=C/c2ccnc3ccccc23)c1 | -6
13 | O=[N+]([O-])c1ccc(OCc2cnc(Cl)s2)cc1 | -7
14 | C=C(C)COC(=O)c1ccccc1C(=O)OCC1(C)CO1 (stereo not drawn) | 6
15 | CCOC(=O)c1ccccc1OC(=O)Oc1ccccc1C(=O)OCC | 29

(listing goes on)
entry | smiles | ATG4B inhibitor
16 | O=C(Oc1ccccc1)c1cccc2cccc(C(=O)Oc3ccccc3)c12 | 1
17 | c1ccc(CCNc2ccccn2)nc1 | 10
18 | COc1cccc(CN(C)Cc2cc(=O)oc3c(C)c(C)ccc23)c1 | 7
19 | COCc1cc(S(=O)c2ccc(Cl)cc2)nc(C)n1 (stereo not drawn) | 5
20 | COc1ccc(C2NCCc3c2[nH]c2ccccc32)cc1CSc1nc2ccccc2s1 (stereo not drawn) | 16
21 | CC(=O)C1CCC2C3CCC4=CC(=O)CCC4(C)C3(Br)C(=O)CC12C (stereo not drawn) | -10
22 | CC(=O)Nc1ccc(S(=O)(=O)O)c(OC(C)=O)c1 | -4
23 | C=CCSc1nc2sc3c(c2c(=O)[nH]1)CC(C)(C)OC3 | 8
24 | COc1ccc2cc(CNCCOCCOCCNCc3ccc4cc(OC)ccc4c3)ccc2c1 | 4
25 | C[C@H](CO)N1C[C@H](C)[C@@H](CN(C)S(=O)(=O)c2ccccc2)Oc2c(NC(=O)C3CC3)cccc2C1=O | -4
26 | CCOC(=O)C1CCN(C(=O)COC(=O)CNS(=O)(=O)c2ccc(SC)c([N+](=O)[O-])c2)CC1 | -8
27 | C#CCOCCOCCOCCNc1nc(N2CCN(C(=O)[C@H](CCCCN)n3cc(CC(C)O)nn3)CC2)nc(N2CCN(C(=O)[C@H](Cc3ccc(O)cc3)n3cc(CCO)nn3)CC2)n1 (stereo partly drawn) | -4
28 | COc1ccc(N2CCN(C(=O)CSc3ncnc4c3cnn4-c3ccc(OC)cc3)CC2)cc1 | -8
29 | CCCCn1c(N)c(N(CCC(C)C)C(=O)c2cccc(N3C(=O)c4ccccc4C3=O)c2)c(=O)[nH]c1=O | 0
30 | O=C(c1cc(Cl)cc(Cl)c1)N1CCC2CC1c1cc(-c3ccc4c(c3)OCO4)ccc12 (stereo not drawn) | 2

Next part
entry | smiles | ATG4B inhibitor
31 | O=C(c1ccccc1)c1cc(Cl)ccc1N1C(=O)C=CC1=O | -13
32 | CN(CCc1ccccc1)C(=O)c1ccc(NC(=O)Cc2ccc(NC(=O)C3CCN(C(=O)c4ccccc4)CC3)cc2)cc1 | -5
33 | N#C/C(=C\c1cccc([N+](=O)[O-])c1)C(=O)NCc1ccc(Cl)cc1 | -5
34 | COC(=O)c1ccc(OCC(O)CN2C(=O)NC(C)(C)C2=O)cc1 (stereo not drawn) | -1
35 | CCC(=O)c1ccc(OC)c(OC)c1OCc1ccccc1 | 6
36 | C[C@H](NS(=O)(=O)c1ccc(Cl)cc1)C(=O)OCC(=O)Nc1cc(S(=O)(=O)N2CCOCC2)ccc1Cl | -11
37 | CCN1C[C@@H]2[C@@H]3C(=O)N(C)C(=O)[C@@H]3[C@](CC)(C1=O)N2C(=O)c1ccc(Cl)cc1 | -4
38 | Nc1c(Cl)cc2c(c1Br)Cc1ccccc1-2 | 12
39 | COc1cc(OC)cc(C(=O)N2CCN(C3CCC(C)CC3)CC2)c1 (stereo not drawn) | 6
40 | CC(C)C1(c2ccsc2)NC(=O)NC1=O (stereo not drawn) | -9
41 | COc1cccc(C2=NOC(C(=O)NCc3ccccc3)C2)c1 (stereo not drawn) | 5
42 | Cc1ccc2nc3cc([N+](=O)[O-])cc([N+](=O)[O-])c3cc2c1 | -9
43 | O=C(NN=Cc1ccc([N+](=O)[O-])cc1)C1CC1 | 5
44 | O=c1[nH]cc(NCc2ccccc2)c(=O)[nH]1 | 4
45 | COc1ccc2cc(-c3cc(C(=O)OCC(=O)NC4CCS(=O)(=O)C4)c4ccccc4n3)ccc2c1 (stereo not drawn) | 18

Later entries.
entry | smiles | ATG4B inhibitor
46 | C(#Cc1ccccc1)C[N+]1(CC#Cc2cccc3ccccc23)CCOCC1 | 5
47 | CCC(C)[C@H](NS(=O)(=O)c1ccc(F)cc1Br)C(=O)OC (stereo partly drawn) | -3
48 | CSc1ncc2[nH]c(C(O)c3ccccc3)nc2n1 (stereo not drawn) | -3
49 | Cc1ccc(NC(=O)c2ncn(CCCN(C)CCc3ccccn3)n2)cc1C | 0
50 | O=C1OC(c2cc(Br)c(O)c(Br)c2)c2ccccc21 (stereo not drawn) | 7
51 | O=c1c2c3nc4ccccc4nc3n(Cc3ccccc3)c2ncn1Cc1ccco1 | -6
52 | CNCc1cc(Cl)cc(OC)c1OC(C)C | -3
53 | O=C1C(F)=CC(COC(c2ccccc2)(c2ccccc2)c2ccccc2)OC1n1cc(F)c(=O)[nH]c1=O (stereo not drawn) | -4
54 | O=C(NNS(=O)(=O)c1ccc([N+](=O)[O-])cc1)c1ccccc1 | -2
55 | COc1cc(/C=N/Nc2nnc3c(n2)[nH]c2ccccc23)ccc1O | 9
56 | Cc1ccccc1NC(=O)Cn1c(O)c(N=NC(=O)c2ccccc2O)c2ccccc21 | 13
57 | CN(CCc1ccccc1)C(=O)c1ccc(NC(=O)Cc2ccc(NC(=O)C3CCCN(C(=O)C4CCC4)C3)cc2)cc1 (stereo not drawn) | -13
58 | O=c1ccn([C@@H]2O[C@H](CNS(=O)(=O)c3cc4ccccc4s3)[C@@H](O)[C@H]2O)c(=O)[nH]1 | -7
59 | CCOC(=O)c1c(C)n(-c2ccc(C)cc2)c2ccc(OCC(O)CN3CCN(C)CC3)cc12 (stereo not drawn) | 4
60 | COc1ccccc1NS(=O)(=O)c1cccc(C(=O)N/N=C(/C)c2ccc(-n3ccnc3)cc2)c1 | -6

More results follow.
entry | smiles | ATG4B inhibitor
61 | CCCCN(C(=O)c1cccc(S(=O)(=O)N(CC)c2ccccc2)c1)c1c(N)n(CCCC)c(=O)[nH]c1=O | -2
62 | COc1cc2c(=O)n(Cc3ccccc3)c(=O)n(CC(=O)NCc3ccco3)c2cc1OC | 5
63 | N[C@@H](Cc1cnc[nH]1)C(=O)Nc1ccc2ccccc2c1 | -4
64 | COc1ccc(C(c2nnnn2CCc2ccccc2)N2CCN(C)CC2)cc1OC (stereo not drawn) | 16
65 | COC(=O)C=CC(=NNc1ccccc1)c1ccccc1 | -1
66 | O=C1CSC(=S)N1N=Cc1ccc(Cl)s1 | 11
67 | CSCCC1Nc2ccc(S(=O)(=O)N3CCOCC3)cc2NC1=O (stereo not drawn) | -13
68 | COc1cccc(N(C(=O)Cn2nnc3ccccc32)C(C(=O)NCc2ccco2)c2cccnc2)c1 (stereo not drawn) | -10
69 | Cc1nn(-c2ccccc2)c2sc(C(=O)N(CC(=O)NC3CCCC3)Cc3ccco3)cc12 | -9
70 | CC(C)(COC(=O)C(c1ccccc1)c1ccccc1)CN1CCOCC1 | 0
71 | CC(=O)OCC(=O)C1(O)CCC2C3CC(F)C4=CC(=O)CCC4(C)C3C(=O)CC21C (stereo not drawn) | 2
72 | C(=NOCCc1ccccc1)c1cccnc1 | 0
73 | O=c1[nH]c(-c2ccccc2)nc(CN2CCCCC2)c1O | 3
74 | S=C(c1ccco1)N1CCOCC1 | 6
75 | Cc1ccc(C)c(OCC(=O)N(Cc2ccccc2)c2c(N)n(Cc3ccccc3)c(=O)[nH]c2=O)c1 | -12

The listing continues.
entry | smiles | ATG4B inhibitor
76 | CC(CNCCCn1cnc2c(OCc3ccccc3)ncnc21)c1ccccc1 (stereo not drawn) | -6
77 | NNc1cccc(C=Cc2ccccc2)cc1=O | -3
78 | COc1cccc(CC(=O)Nc2ccc(F)c(S(=O)(=O)N3CCOCC3)c2)c1 | -4
79 | Cc1ccc(C)c(N(CC(=O)NCc2ccco2)C(=O)CCC(=O)Nc2ccccn2)c1 | -3
80 | CN(Cc1cnc2nc(N)nc(N)c2n1)c1ccc(C(=O)NC(CCC(=O)O)C(=O)O)c2ccccc12 (stereo not drawn) | 11
81 | CN(CCC#N)C(=O)COC(=O)c1c2c(nc3ccccc13)/C(=C/c1ccco1)CC2 | 3
82 | Cn1c2ccccc2c2ccc3c(c21)C(=O)C=CC3=O | -14
83 | COC(=O)C1=C(\O)CCCC/C=C\1C(=O)O | 6
84 | COc1ccccc1N(C(=O)CNS(=O)(=O)c1ccccc1)C(C(=O)NCc1ccco1)C(C)C (stereo not drawn) | 0
85 | CCOC(=O)Nc1cc(N)ncn1 | 0
86 | O=C1CCC(=O)c2ccc3c4c(ccc1c24)CC3 | -3
87 | COc1cccc(CC(O)CC2c3c(cc4c(c3OC)OCO4)CCN2C)c1 (stereo not drawn) | 3
88 | COC(=O)c1ccc2c(c1)C(=O)/C(=C/c1ccc(O)cc1)O2 | -5
89 | CCCCN1CCC(=O)C(C(=O)OCC)=C1C(=O)OCC | 1
90 | OC(COCc1ccccc1)COCc1ccccc1 | 2

Other compounds
entry | smiles | ATG4B inhibitor
91 | CCCCOc1ccc(C(=O)NNC(=S)NC(=O)CC)cc1 | -2
92 | Cc1ccc(NS(=O)(=O)c2cccc(C(=O)NC3CCN(Cc4ccccc4)CC3)c2)c(C)c1 | -1
93 | COc1ccc(CNCCS(=O)(=O)NCc2ccc(OC)cc2)cc1 | -1
94 | O=C1C=CC(=Nc2ccc3c(c2)Cc2cc(F)ccc2-3)O1 | 0
95 | O=C1CC(c2ccc(Cl)cc2)Oc2ccc(Cl)cc21 (stereo not drawn) | -5
96 | CCN1C[C@@H]2[C@@H]3C(=O)N(C)C(=O)[C@@H]3[C@](Cc3ccccc3)(C1=O)N2C(=O)c1ccc(F)cc1 | 4
97 | COC1OC2COC(c3ccccc3)OC2C2OC12 (stereo not drawn) | 5
98 | O=C(Nc1ccc(N2CCN(C(=O)c3ccccc3)CC2)cc1)c1ccc([N+](=O)[O-])o1 | 0
99 | O=C(CCN1CCC2CCC(C2)C1)c1ccccc1 (stereo not drawn) | -11
100 | O=C(O)c1ccccc1C=NN=C1c2ccccc2-c2ccccc21 | 0
101 | C=CCn1cnc2c(c1=O)c1nc3ccccc3nc1n2/N=C/c1ccccn1 | -29
102 | O=C(/C=C/c1ccccc1)Nc1cccc(C(=O)N2CCCCC2)c1 | -1
103 | Cc1c(Cl)ccc2c(C(O)CBr)cc(-c3ccccc3)nc12 (stereo not drawn) | 6
104 | COc1cc(/C=C/CNC[C@H]2O[C@@H](n3cnc(C(N)=O)n3)[C@H](O)[C@@H]2O)ccc1O | -4
105 | Cn1c(=O)c2[nH]c(COc3ccccc3)nc2n(C)c1=O | -2

Further results.
entry | smiles | ATG4B inhibitor
106 | CCN(C(=O)CSc1n[nH]c(-c2ccc(OC)cc2)n1)c1c(N)n(Cc2ccccc2)c(=O)[nH]c1=O | -5
107 | Cc1cccc(Oc2cc(NC(=O)Cn3cnc([N+](=O)[O-])n3)cc([N+](=O)[O-])c2)c1 | -8
108 | COC(=O)Nc1ccc2c(c1)N(C(=O)CCCl)c1ccccc1S2 | -1
109 | Cn1nc(C(=O)NNC(=O)Cc2ccc(S(=O)(=O)N3CCOCC3)s2)c2ccccc2c1=O | -3
110 | Nc1nc(N)c(-c2cccc(C(F)(F)F)c2)c(Cc2cccc(C(F)(F)F)c2)n1 | 15
111 | CCCCN1CC(COCc2ccccc2)Oc2cccc(N3CCCC3)c2S1(=O)=O (stereo not drawn) | 3
112 | O=C1CCC[C@@H]2C[C@@]3(C[C@@H]4CCN1[C@H]24)Nc1cc(Cl)ccc1NC3=NC1CCCCC1 | -1
113 | CC1Cc2ccccc2N1C(=O)c1ccc(Br)o1 (stereo not drawn) | 12
114 | Cc1cccc2nc(Cn3c(=O)n(CCC(=O)NCc4ccco4)c(=O)c4ccccc43)cc(=O)n12 | -1
115 | CCN(C(=O)COC(=O)CNC(=O)c1cccs1)c1c(N)n(Cc2ccccc2)c(=O)[nH]c1=O | -3
116 | CC(=O)NC(c1cccs1)c1cc([N+](=O)[O-])c2cccnc2c1O (stereo not drawn) | -2
117 | O=C(/C=C/c1ccc([N+](=O)[O-])cc1)Nc1ncc([N+](=O)[O-])s1 | -4
118 | O=C1/C(=C\c2cc(Cl)c(O)c(Cl)c2)SC(=S)N1Cc1ccccc1 | 44*
119 | COc1cc(C2C(N3C(=O)c4ccccc4C3=O)C(=O)N2c2ccc(C)c(C)c2)cc(OC)c1OC (stereo not drawn) | 10
120 | Cc1cn(C(C)C)c(=O)n(-c2ccccc2)c1=O | 0

Assay outcomes deposited in PubChem BioAssay by Sanford-Burnham Center for Chemical Genomics.
